PAFAH1B3 FP inh = PAFAH1B3 enzyme inhibitors, primary screen, biochemical, fluorescence polarization, human | Platelet-activating factor acetylhydrolase IB subunit alpha1 (Homo sapiens), Q15102 | recombinant PAFAH1B3, FP-rhodamine probe | inhibition, % at 3.39 µM | actives 0.28% (n = 340,000);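 active means inhibition above the screen-wide average of all tested compounds plus 3 SD, cut at about 25% in these data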;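 further: 0% = enzyme with DMSO only and 100% = wells lacking PAFAH1B3 protein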
Target sequence (Q15102 whole entry, looked up): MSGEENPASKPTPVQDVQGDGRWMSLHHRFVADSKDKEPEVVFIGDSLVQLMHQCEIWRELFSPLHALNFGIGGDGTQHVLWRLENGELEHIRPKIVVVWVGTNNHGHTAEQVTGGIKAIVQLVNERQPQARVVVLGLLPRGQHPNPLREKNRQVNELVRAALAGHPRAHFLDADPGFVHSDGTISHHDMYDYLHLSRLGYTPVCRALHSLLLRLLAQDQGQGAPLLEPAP
PME-1 inh = PME-1 inhibitors via competitive probe labeling, primary screen, biochemical, fluorescence polarization, FP-Rh probe, HTS; Protein phosphatase methylesterase 1 (Homo sapiens), Q9Y570; recombinant PME-1; inhibition, % at 5.9 µM; actives 0.53% (n = 320,000);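 active means inhibition above the campaign mean of all compounds plus 3 SD, cut at about 26% in these data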;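 further: competitive labeling of PME-1 active site by serine hydrolase directed probe; 0% = PME-1 with DMSO and 100% = wells lacking PME-1 enzyme; inhibitors block probe labeling so polarization falls and inhibition rises; many of its hits are not listed in these tables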
PAD4 FP inh = human PAD4 inhibitors, primary screen, biochemical, fluorescence polarization, 1536-well format | recombinant PAD4, RCA probe fluorescence polarization | inhibition, % at 6.36 µM | Protein-arginine deiminase type-4 (Homo sapiens), Q9UM07 | actives 0.41% (n = 330,000);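 active means percent inhibition above a cutoff equal to the mean of all tested compounds plus 3 SD, cut at about 15% in these data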;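 further: 0% = PAD4 with RCA probe and DMSO and 100% = probe without PAD4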
GSTO1 counter = inhibitors of recombinant GSTO1, primary screen, counter-screen for RBBP9 inhibitor project, biochemical, fluorescence polarization; inhibition, % at 5.96 µM; actives 1.1% (n = 300,000); activity-based probe fluorescence polarization; Glutathione S-transferase omega-1 (Homo sapiens), P78417; AID 1974, 2009;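 active means inhibition above the campaign mean inhibition plus 3 SD, cut at about 35% in these data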;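 further: 0% = GSTO1-1 with DMSO and 100% = wells lacking GSTO1-1 enzyme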
pPAFAH inh = pPAFAH enzyme inhibitors, primary screen, biochemical, fluorescence polarization, human; Platelet-activating factor acetylhydrolase (Homo sapiens), Q13093; recombinant pPAFAH, FP-rhodamine probe fluorescence polarization; inhibition, % at 3.39 µM; actives 1.5% (n = 330,000);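 active means inhibition above the mean inhibition across the screen plus 3 SD, cut at about 25% in these data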;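 further: inhibitors block binding of the rhodamine activity-based probe so polarization drops; 0% = enzyme with DMSO and 100% = wells lacking pPAFAH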
PAFAH1B2 FP inh = PAFAH1B2 enzyme inhibitors, primary screen, biochemical, fluorescence polarization, human; recombinant PAFAH1B2, FP-rhodamine activity probe; inhibition, % at 3.39 µM; actives 1.2% (n = 340,000);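 active means inhibition above the mean of all tested compounds plus 3 SD, cut at about 24% in these data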;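 further: 0% = enzyme with DMSO and 100% = wells lacking PAFAH1B2; many of its hits are not listed in these tables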
Target sequence (P68402 whole entry, looked up): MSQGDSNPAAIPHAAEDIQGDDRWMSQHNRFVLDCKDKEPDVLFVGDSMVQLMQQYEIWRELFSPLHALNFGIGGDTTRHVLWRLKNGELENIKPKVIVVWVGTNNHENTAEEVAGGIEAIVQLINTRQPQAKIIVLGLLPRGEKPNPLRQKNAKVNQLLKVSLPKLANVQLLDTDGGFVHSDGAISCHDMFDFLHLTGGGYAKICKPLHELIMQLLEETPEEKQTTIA
LYPLA2 counter = LYPLA2 inhibitors, primary screen, counter-screen for PME1 inhibitor project, biochemical, fluorescence polarization, FP-Rh probe ABPP. Acyl-protein thioesterase 2 (Homo sapiens), O95372. recombinant LYPLA2. inhibition, % at 5.9 µM. actives 0.38% (n = 320,000). AID 2177, 2009;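 active means inhibition above the screen-wide mean plus 3 SD, limit set per campaign, cut at about 26% in these data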;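 further: 0% = LYPLA2 with DMSO and 100% = wells lacking LYPLA2 enzyme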
Target sequence (O95372 whole entry, looked up): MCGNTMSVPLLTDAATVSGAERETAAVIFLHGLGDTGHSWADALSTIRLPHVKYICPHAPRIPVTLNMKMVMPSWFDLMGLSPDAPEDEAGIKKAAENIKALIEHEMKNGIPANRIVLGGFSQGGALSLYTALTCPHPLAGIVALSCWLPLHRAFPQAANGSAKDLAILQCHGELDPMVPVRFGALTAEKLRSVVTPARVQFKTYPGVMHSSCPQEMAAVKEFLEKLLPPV
LYPLA1 counter = LYPLA1 inhibitors, primary screen, counter-screen for PME1 inhibitor project, biochemical, fluorescence polarization, FP-Rh probe ABPP. actives 0.16% (n = 320,000). inhibition, % at 5.9 µM. recombinant LYPLA1;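 active means inhibition above the mean of all tested compounds plus 3 SD, set per campaign, cut at about 14% in these data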;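 further: inhibitors block serine hydrolase probe labeling of LYPLA1 so polarization falls; 0% = enzyme with DMSO and 100% = wells lacking LYPLA1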
Target sequence (O75608 whole entry, looked up): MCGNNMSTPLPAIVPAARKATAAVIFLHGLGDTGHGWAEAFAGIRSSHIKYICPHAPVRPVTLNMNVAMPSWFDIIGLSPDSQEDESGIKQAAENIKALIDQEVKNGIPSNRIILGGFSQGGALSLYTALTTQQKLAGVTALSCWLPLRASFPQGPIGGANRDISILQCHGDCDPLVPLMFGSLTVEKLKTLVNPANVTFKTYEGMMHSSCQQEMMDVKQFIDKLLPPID
PREPL inh = PREPL enzyme inhibitors, primary screen, biochemical, fluorescence polarization. Prolyl endopeptidase-like (Homo sapiens), Q4J6C6. recombinant PREPL, fluorescence polarization activity-based probe. inhibition, % at 5.96 µM. actives 0.68% (n = 320,000); in the data active means inhibition above about 43%;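 further: 0% = enzyme with DMSO and 100% = wells lacking enzyme; many of its hits are not listed in these tables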
Active calls of the source: *. The list is partial. The share of hits here may be higher or lower than overall.

`O=C(Nc1cccc(F)c1)Nc1ccnn1C1CCN(C(=O)c2ccccn2)CC1` gave PAFAH1B3 FP inh 6, PME-1 inh 1, PAD4 FP inh -2, GSTO1 counter 6, pPAFAH inh 3, PAFAH1B2 FP inh 2, LYPLA2 counter 5, LYPLA1 counter 0 and PREPL inh 3.
`COc1ccccc1OCC(=O)Nc1ccc(S(=O)(=O)Nc2cc(C)on2)cc1` gave PAFAH1B3 FP inh -3, PME-1 inh -1, PAD4 FP inh -2, GSTO1 counter -5, pPAFAH inh 1, PAFAH1B2 FP inh 2, LYPLA2 counter -2, LYPLA1 counter 1 and PREPL inh 0.
Screening OCCC1CN(Cc2nc3c(s2)CCCC3)CCN1Cc1ccccc1 (stereo unspecified) returned PAFAH1B3 FP inh 11, PME-1 inh -4, PAD4 FP inh 0, GSTO1 counter -3, pPAFAH inh 7, PAFAH1B2 FP inh 4, LYPLA2 counter 3, LYPLA1 counter 4 and PREPL inh 19.
`COc1ccc2c(c1)CCC/C2=N\NC(=O)c1ccoc1C` gave PAFAH1B3 FP inh 8, PME-1 inh -9, PAD4 FP inh -1, GSTO1 counter 7, pPAFAH inh 1, PAFAH1B2 FP inh 6, LYPLA2 counter -1, LYPLA1 counter 1 and PREPL inh 8.
`Oc1ccccc1-c1cc(-c2ccco2)[nH]n1` gave PAFAH1B3 FP inh 7, PME-1 inh 2, PAD4 FP inh -11, GSTO1 counter 3, pPAFAH inh 4, PAFAH1B2 FP inh 3, LYPLA2 counter -1, LYPLA1 counter -3 and PREPL inh -12.
CC(NC(=O)CCCn1cc([N+](=O)[O-])cn1)c1ccccc1 (stereo unspecified) was read as PAFAH1B3 FP inh 9, PME-1 inh 10, PAD4 FP inh -1, GSTO1 counter 4, pPAFAH inh 6, PAFAH1B2 FP inh 5, LYPLA2 counter -2, LYPLA1 counter 0 and PREPL inh -1.
Cc1cc(C)nc(N/N=C/c2ccccc2)n1 was read as PAFAH1B3 FP inh 9, PME-1 inh -1, PAD4 FP inh 1, GSTO1 counter 5, pPAFAH inh 2, PAFAH1B2 FP inh 3, LYPLA2 counter -5, LYPLA1 counter -1 and PREPL inh 2.
N#Cc1cccc(C#N)c1NCC1CCCO1 (stereo unspecified) was read as PAFAH1B3 FP inh 4, PME-1 inh 18, PAD4 FP inh 0, GSTO1 counter -9, pPAFAH inh 2, PAFAH1B2 FP inh 3, LYPLA2 counter -1, LYPLA1 counter 1 and PREPL inh 7.
Screening COc1ccc(N2CCN(C(CNC(=O)c3ccco3)c3ccco3)CC2)cc1 (stereo unspecified) returned PAFAH1B3 FP inh 3, PME-1 inh 4, PAD4 FP inh -2, GSTO1 counter 9, pPAFAH inh 2, PAFAH1B2 FP inh 2, LYPLA2 counter 4, LYPLA1 counter 0 and PREPL inh 7.
`O=C(N/C=N/OCc1cccc(C(F)(F)F)c1)N1OC[C@@H]2COc3ccc4ccccc4c3[C@@H]21` gave PAFAH1B3 FP inh -5, PME-1 inh -14, PAD4 FP inh -5, GSTO1 counter -10, pPAFAH inh -4, PAFAH1B2 FP inh -1, LYPLA2 counter -7, LYPLA1 counter -7 and PREPL inh 8.
Screening COc1cc(C(=O)c2ccccc2Cl)c([N+](=O)[O-])cc1OC returned PAFAH1B3 FP inh 3, PME-1 inh 7, PAD4 FP inh -2, GSTO1 counter -3, pPAFAH inh 10, PAFAH1B2 FP inh 5, LYPLA2 counter 4, LYPLA1 counter 2 and PREPL inh -4.
`Cc1ccccc1OCC(O)Cn1c2ccccc2c2ccccc21` (stereo unspecified) gave PAFAH1B3 FP inh 2, PME-1 inh -19, PAD4 FP inh 2, GSTO1 counter 3, pPAFAH inh -5, PAFAH1B2 FP inh -1, LYPLA2 counter -37, LYPLA1 counter -15 and PREPL inh 18.
`COCCNC(=S)N1CCN(c2cccc(C)c2C)CC1` gave PAFAH1B3 FP inh 3, PME-1 inh 0, PAD4 FP inh 0, GSTO1 counter 1, pPAFAH inh 11, PAFAH1B2 FP inh 6, LYPLA2 counter 4, LYPLA1 counter 0 and PREPL inh 0.
Screening O=C(NCCN1CCN(Cc2ccc([N+](=O)[O-])cc2)CC1)C(=O)Nc1ccccc1 returned PAFAH1B3 FP inh -5, PME-1 inh 1, PAD4 FP inh 0, GSTO1 counter 6, pPAFAH inh -1, PAFAH1B2 FP inh -8, LYPLA2 counter -6, LYPLA1 counter 0 and PREPL inh -7.
`CC(C)NC(=O)c1ccc(COc2cc(Cl)ccc2Cl)o1` gave PAFAH1B3 FP inh 9, PME-1 inh 6, PAD4 FP inh -1, GSTO1 counter 6, pPAFAH inh 5, PAFAH1B2 FP inh 5, LYPLA2 counter -1, LYPLA1 counter 0 and PREPL inh 30.
For COC1(OC)N=C(N)C2(C#N)C(c3ccc4c(c3)OCO4)C12C#N (stereo unspecified) the results were PAFAH1B3 FP inh 13, PME-1 inh -2, PAD4 FP inh -2, GSTO1 counter 17, pPAFAH inh 4, PAFAH1B2 FP inh 2, LYPLA2 counter -2, LYPLA1 counter 1 and PREPL inh -3.
Screening Cc1ccc(N2C(=O)CC(Sc3ncccc3C(=O)O)C2=O)cc1 (stereo unspecified) returned PAFAH1B3 FP inh 6, PME-1 inh 2, PAD4 FP inh -2, GSTO1 counter 4, pPAFAH inh 3, PAFAH1B2 FP inh 5, LYPLA2 counter -2, LYPLA1 counter -4 and PREPL inh -3.
O=C(CN1C(=O)c2ccc([N+](=O)[O-])cc2C1=O)Nc1nccs1 was read as PAFAH1B3 FP inh -5, PME-1 inh 2, PAD4 FP inh 1, GSTO1 counter 3, pPAFAH inh 3, PAFAH1B2 FP inh -1, LYPLA2 counter -2, LYPLA1 counter 0 and PREPL inh 13.
`CCOCCCn1c(=N)c(C(=O)NCCN2CCOCC2)cc2c(=O)n3cccc(C)c3nc21` gave PAFAH1B3 FP inh 0, PME-1 inh 2, PAD4 FP inh -3, GSTO1 counter -4, pPAFAH inh 6, PAFAH1B2 FP inh -2, LYPLA2 counter 3, LYPLA1 counter 4 and PREPL inh 33.
`CCOC(=O)COc1ccc(/C=C2/C(=O)NN(c3ccc(F)cc3)C2=O)cc1OC` gave PAFAH1B3 FP inh 13, PME-1 inh 1, PAD4 FP inh 0, GSTO1 counter 6, pPAFAH inh 0, PAFAH1B2 FP inh 0, LYPLA2 counter 0, LYPLA1 counter 1 and PREPL inh 13.

The closing four compounds of the part before lead into the next.
Screening Cc1ccc(N2C(=O)CC(Sc3ncccc3C(=O)O)C2=O)cc1 (stereo unspecified) returned PAFAH1B3 FP inh 6, PME-1 inh 2, PAD4 FP inh -2, GSTO1 counter 4, pPAFAH inh 3, PAFAH1B2 FP inh 5, LYPLA2 counter -2, LYPLA1 counter -4 and PREPL inh -3.
O=C(CN1C(=O)c2ccc([N+](=O)[O-])cc2C1=O)Nc1nccs1 was read as PAFAH1B3 FP inh -5, PME-1 inh 2, PAD4 FP inh 1, GSTO1 counter 3, pPAFAH inh 3, PAFAH1B2 FP inh -1, LYPLA2 counter -2, LYPLA1 counter 0 and PREPL inh 13.
`CCOCCCn1c(=N)c(C(=O)NCCN2CCOCC2)cc2c(=O)n3cccc(C)c3nc21` gave PAFAH1B3 FP inh 0, PME-1 inh 2, PAD4 FP inh -3, GSTO1 counter -4, pPAFAH inh 6, PAFAH1B2 FP inh -2, LYPLA2 counter 3, LYPLA1 counter 4 and PREPL inh 33.
`CCOC(=O)COc1ccc(/C=C2/C(=O)NN(c3ccc(F)cc3)C2=O)cc1OC` gave PAFAH1B3 FP inh 13, PME-1 inh 1, PAD4 FP inh 0, GSTO1 counter 6, pPAFAH inh 0, PAFAH1B2 FP inh 0, LYPLA2 counter 0, LYPLA1 counter 1 and PREPL inh 13.
For CC(C)N(C(=O)N1CCC(c2nc(-c3ccncc3)no2)CC1)C(C)C the results were PAFAH1B3 FP inh 4, PME-1 inh -3, PAD4 FP inh 0, GSTO1 counter 9, pPAFAH inh 3, PAFAH1B2 FP inh 2, LYPLA2 counter 1, LYPLA1 counter -1 and PREPL inh 24.
`Nc1ccc(C(=O)C(=O)c2ccccc2)cc1` gave PAFAH1B3 FP inh 11, PME-1 inh 1, PAD4 FP inh 1, GSTO1 counter -1, pPAFAH inh 3, PAFAH1B2 FP inh 8, LYPLA2 counter 5, LYPLA1 counter 1 and PREPL inh -1.
O=C(CN1CCc2ccccc2C1)Nc1cccc(S(=O)(=O)N2CCOCC2)c1 was read as PAFAH1B3 FP inh 4, PME-1 inh 18, PAD4 FP inh -4, pPAFAH inh 3, PAFAH1B2 FP inh 7, LYPLA2 counter 6, LYPLA1 counter -2 and PREPL inh 9.
For COc1ccc(/C=N/NC(=S)Nc2ccccc2[N+](=O)[O-])cc1O the results were PAFAH1B3 FP inh 21, PME-1 inh 35*, PAD4 FP inh -1, GSTO1 counter 3, pPAFAH inh 15, PAFAH1B2 FP inh 6, LYPLA2 counter 1, LYPLA1 counter -1 and PREPL inh 15.
`COc1ccc(C)cc1NC(=O)C(=O)NNC(=O)COc1ccc(Cl)cc1` gave PAFAH1B3 FP inh 10, PME-1 inh -3, PAD4 FP inh 3, GSTO1 counter 10, pPAFAH inh 3, PAFAH1B2 FP inh 22, LYPLA2 counter -2, LYPLA1 counter -3 and PREPL inh -1.
CCn1cc(CN2CCC(C(=O)Nc3ccc(Oc4cccnc4)cc3)CC2)c(C)n1 was read as PAFAH1B3 FP inh 2, PME-1 inh 2, PAD4 FP inh -5, GSTO1 counter -1, pPAFAH inh 0, PAFAH1B2 FP inh 1, LYPLA2 counter 2, LYPLA1 counter 1 and PREPL inh 1.
For CCCCC(=O)N(c1ccc(C)c(C)c1)C1C=CS(=O)(=O)C1 (stereo unspecified) the results were PAFAH1B3 FP inh 10, PME-1 inh -5, PAD4 FP inh -4, GSTO1 counter 8, pPAFAH inh 4, PAFAH1B2 FP inh 4, LYPLA2 counter -3, LYPLA1 counter -3 and PREPL inh 14.
`COC(=O)CN1C(=O)[C@H]2[C@@H](c3ccc(C)o3)N3C(=O)CN(Cc4ccccn4)C(=O)[C@@]3(Cc3ccccc3)[C@H]2C1=O` gave PAFAH1B3 FP inh 7, PME-1 inh -2, PAD4 FP inh 0, GSTO1 counter 3, pPAFAH inh -3, PAFAH1B2 FP inh 2, LYPLA2 counter -1, LYPLA1 counter -2 and PREPL inh -6.
For O=C(N/N=C/c1ccc2c(c1)OCO2)c1ccc2ccccc2n1 the results were PAFAH1B3 FP inh 9, PME-1 inh -20, PAD4 FP inh 3, GSTO1 counter 5, pPAFAH inh 9, PAFAH1B2 FP inh 7, LYPLA2 counter -5, LYPLA1 counter 0 and PREPL inh 5.

Bioassay records from PubChem.
